Screening results as filed in PubChem.
Calpain2 inh – calpain II (pig) inhibition | purified calpain II, fluorogenic peptide substrate, 30 min | inhibition, % at 16 µM | 0.37% of 220,000 active | AID 1236;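 active means inhibition above about 50%, limit read from the data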
EBV gp42 inh – EBV gp42 inhibition; AID 1085; 0.42% of 220,000 active; Fluorescence polarization binding assay, mP read-out; inhibition, % (tested at 21.74 µM); in the data active means inhibition above about 50%
Target sequence (Q1HVG2 whole entry, looked up): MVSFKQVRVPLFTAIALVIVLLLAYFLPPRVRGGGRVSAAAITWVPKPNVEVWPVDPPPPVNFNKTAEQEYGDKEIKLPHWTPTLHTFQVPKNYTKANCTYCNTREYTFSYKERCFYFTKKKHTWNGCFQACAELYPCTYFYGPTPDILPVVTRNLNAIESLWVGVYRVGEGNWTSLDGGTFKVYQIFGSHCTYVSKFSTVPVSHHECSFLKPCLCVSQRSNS
Tb hexokinase – T. brucei hexokinase 1 inhibition; recombinant TbHK1, G6PDH-coupled NADH A340; inhibition, % at 10 µM; 0.11% of 220,000 active; AID 1430;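 active means inhibition of 50% or more in the single-dose primary screen; inactive means inhibition below 50%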
PPC-1+TRAIL kill – PPC-1 cancer cell killing with TRAIL present | PPC-1 cells + TRAIL, ATPLite viability luminescence | cell killing (% activity), % at 4 µM | 0.41% of 220,000 active | AID 1443;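 active means cell killing above 50% in the first pass at 4 µM, then a duplicate retest at 5 µM averaging 50% or more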;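 further: plate controls were cells with TRAIL plus DMSO for no effect and medium-only wells lacking cells for full effect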
Furin inhibitor – blocks human furin protease activity; AID 463115; purified furin, fluorogenic substrate cleavage; inhibition, % at 30 µM; 0.061% of 220,000 active; in the data active means inhibition above about 25%; further: inactives centre near -15
zfTRPN1 agonist – zebrafish TRPN1 (NompC) channel agonism | HEK293 zebrafish TRPN1-YFP, Fluo-8 calcium fluorescence; 100% = response to 87 µM carbachol | activation, % at 3 µM | AID 1424 | 0.18% of 220,000 active;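 active means activation above its plate's cutoff, the mean activation of test wells on that plate plus 3 SD, cut at about 19% in these data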;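 further: 0% = DMSO alone and 100% = 87 µM carbachol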
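Material – zebrafish TRPN1-YFP in HEK293 cells · Doses – 3 µM single point · Schedule – dye 1 h 37 °C plus 30 min RT · Signal – Fluo-8 calcium fluorescence, excitation 470-495 nm, emission 515-575 nm · Read-out – % activation versus carbachol response · Control set – carbachol high, DMSO low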
thrombin 1536 – blocks human thrombin protease activity; inhibition, % at 5 µM; P00734; alpha-thrombin, Boc-VPR-AMC fluorogenic substrate cleavage; 0.26% of 220,000 active;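 active means inhibition at or above 40%; inactive means inhibition below 40%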;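 further: 0% = enzyme with no compound and 100% = wells without enzyme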
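Material: human alpha-thrombin protein; Also added: Boc-VPR-AMC substrate, 15 µM final; Timing: enzyme reaction carried out at room temperature; Signal: fluorescence, ex 355 nm, em 460 nm; Measure: % inhibition of thrombin; Controls: enzyme without compound as high, wells lacking enzyme as low.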
TRPML3 ag – activates the human TRPML3 channel. Q8TDD5. HEK293 TRPML3-YFP, Fluo-8 calcium fluorescence; 100% = the carbachol control signal. activation, % at 3 µM. 0.29% of 220,000 active. AID 1448;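 active means activation above its plate's cutoff, the mean activation of the plate's test wells plus 3 SD, cut at about 12% in these data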;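 further: 0% = DMSO only wells and 100% = carbachol wells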
Target sequence (Q8TDD5 whole entry, looked up): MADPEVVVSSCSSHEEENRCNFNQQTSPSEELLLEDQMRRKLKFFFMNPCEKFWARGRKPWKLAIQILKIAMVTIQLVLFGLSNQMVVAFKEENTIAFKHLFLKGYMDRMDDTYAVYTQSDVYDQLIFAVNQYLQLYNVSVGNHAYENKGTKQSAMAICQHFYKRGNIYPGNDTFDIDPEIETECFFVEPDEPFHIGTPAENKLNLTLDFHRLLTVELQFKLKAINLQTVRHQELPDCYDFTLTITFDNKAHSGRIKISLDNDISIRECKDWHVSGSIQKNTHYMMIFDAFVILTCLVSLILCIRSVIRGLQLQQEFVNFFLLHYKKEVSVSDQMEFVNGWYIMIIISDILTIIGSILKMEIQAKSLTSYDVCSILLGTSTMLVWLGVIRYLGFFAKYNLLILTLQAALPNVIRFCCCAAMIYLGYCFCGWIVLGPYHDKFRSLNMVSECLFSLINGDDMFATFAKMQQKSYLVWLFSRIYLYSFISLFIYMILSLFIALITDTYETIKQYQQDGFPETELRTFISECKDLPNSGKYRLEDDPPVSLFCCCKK
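Test system – HEK293 line with stable expression of human TRPML3-YFP channel · Control set – carbachol 87 µM final as high control (100%), DMSO as low control (0%) · Signal – Fluo-8 calcium dye fluorescence, ex 470-495, em 515-575 nm · Incubation – 1-h 37 °C dye load, 5-s basal, 120-s post-compound reads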
Cl transport mod – modulates chloride dependent transport by human KCC2. KCC2 cells, thallium flux FluoZin-2 fluorescence. B-score of Tl+ flux slope (higher = more flux/activation; lower = inhibition) at 10 µM. 2.2% of 190,000 active;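 active means thallium flux slope and its plate-corrected score both differing from the plate sample mean at a set confidence after two filtering rounds, in either direction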;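 further: slope of fluorescence scaled to starting intensity during 10 to 20 s after thallium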
An asterisk follows results filed as active; nt = not tested or not shown; [ ] = another dose, or the depositor's remark.

Second line of a record: Calpain2 inh, EBV gp42 inh, Tb hexokinase, PPC-1+TRAIL kill, Furin inhibitor, zfTRPN1 agonist, thrombin 1536, TRPML3 ag, Cl transport mod
1	Cc1nn(C(C)C(=O)N2CCN(c3ccccn3)CC2)c(=O)c2cc3occc3n12 (stereo not drawn)
→ 5, -7, 1, 14, -7, 0.0, 15, 0.3, -4.2
2	CC1Cc2cc(/C=C3/SC(N4CCC(C(N)=O)CC4)=NC3=O)ccc2O1 (stereo not drawn)
→ -4, -6, -49, -1, 2, 0.8, -3, 0.6, -0.91
3	COCC(=O)Nc1cc([N+](=O)[O-])ccc1OC
→ -22, -14, -9, 19, -11, 1.1, 1, 1.1, -0.26
4	Cc1cccnc1NC(=O)c1csnn1
→ -1, -13, 6, 10, -32, 1.3, 1, 1.5, 0.31
5	CCOc1cc(CNn2nnnc2N)cc(Cl)c1OCC(=O)NC(C)(C)C
→ -15, -7, -2, -3, -13[20 µM], 1.3, -4, -0.9, -0.029
6	CCOC(=O)CC1C(=O)NCCN1Cc1ccc(OC)c(OC)c1 (stereo not drawn)
→ 2, -12, -1, 13, -19, 1.1, -4, 1.3, 0.53
7	COc1cc(/C=N/Nc2nc(C)nc3c2cnn3-c2ccccc2)ccc1O
→ -86, 3, -15, -5, -2, -0.3, 14, -1.4, 0.15
8	CCOC(=O)CNC(=O)c1cc(-c2ccc3c(c2)OCCO3)oc1C
→ -56, 2, -1, -16, 21[20 µM], -0.3, -11, -0.1, nt
9	Cc1cc(F)c(F)c(C(=O)N2CCC(C)CC2)c1Cl
→ -26, -2, 1, 13, -25, -1.3, 6, 0.8, 0.071
10	NC(=O)CNc1n[nH]c(=S)[nH]c1=O
→ 6, -2, -14, 5, -1, 1.4, 1, 0.7, 0.16

The listing continues.
Second line of a record: Calpain2 inh, EBV gp42 inh, Tb hexokinase, PPC-1+TRAIL kill, Furin inhibitor, zfTRPN1 agonist, thrombin 1536, TRPML3 ag, Cl transport mod
11	COc1ccc(CN2CCN(C(=O)c3cccs3)CC2)cc1
→ 4, -7, 7, 4, -18, 2.0, -4, 0.8, nt
12	CCn1cc([N+](=O)[O-])c(C(=O)N2CCCC2)n1
→ 2, -6, -4, 0, -5[20 µM], 0.0, 4, -0.4, -0.22
13	Cc1cc(Cl)ccc1OCC(=O)N(Cc1ccco1)C1CCS(=O)(=O)C1 (stereo not drawn)
→ 14, 3, -6, 5, -13, 0.8, 0, 0.3, -0.94
14	Cc1c(Cl)cccc1S(=O)(=O)N1CCC(C(=O)NNC(=O)C2CC2)CC1
→ -24, 1, 2, 11, -23, 1.9, -10, 0.3, 0.35
15	N#CC1=C(N)OC2=C(CC/C2=C\c2ccccc2Cl)C1c1ccccc1Cl (stereo not drawn)
→ -54, -69, -7, 18, 0, 0.4, -13, 0.3, 0.61
16	Nc1c(Cl)ncnc1N1CCN(c2ncnc(Cl)c2N)CC1
→ 2, -12, -5, 8, -22, 0.7, -1, 1.4, -0.54
17	COc1ccc(N2CCN(S(=O)(=O)c3ccc(Br)s3)CC2)cc1
→ -5, -21, 20, 2, -6, 0.7, -10, 0.5, -1.7
18	O=C(CSc1nnc(CNC(=O)C23CC4CC(CC(C4)C2)C3)n1-c1ccc(F)cc1)Nc1ccc(F)cc1
→ -10, -3, 2, 12, -4, 1.4, -2, -0.1, -0.4
19	COC(=O)Cc1csc(Nc2ccccc2)n1
→ -5, -14, -1, 8, -16, -1.4, -9, 0.1, -0.24
20	CCCNC(=O)C1CNc2ccccc2O1 (stereo not drawn)
→ 3, -32, -2, -4, -11[20 µM], 1.1, -3, 0.2, 1.1

(more compounds)
Second line of a record: Calpain2 inh, EBV gp42 inh, Tb hexokinase, PPC-1+TRAIL kill, Furin inhibitor, zfTRPN1 agonist, thrombin 1536, TRPML3 ag, Cl transport mod
21	COc1cccc(-c2ccc(=O)n(CC(=O)Nc3cc4c(cc3NC(C)=O)OCCO4)n2)c1
→ -31, -4, -3, 2, -14, -0.4, 2, 0.4, nt
22	Cc1sc2ncn(-n3c(C)ccc3C)c(=O)c2c1C
→ -40, -1, -14, 2, -13, -1.8, 1, -0.1, nt
23	COc1ccc(NS(=O)(=O)c2cccc(C(=O)N/N=C(\C)c3ccc(-n4ccnc4)cc3)c2)cc1
→ -49, 14, -37, -2, -7[20 µM], -0.7, -2, 0.0, 1.2
24	CCCCn1c(/N=C/c2c[nH]c3ccccc23)nc2ccccc21
→ -11, -11, -2, 24, -9[20 µM], -0.1, 8, -0.5, -0.082
25	Cc1ccc(N2C(=O)C(CN3CCOCC3)C2c2ccccc2)cc1 (stereo not drawn)
→ 25, 3, 3, 0, -16, 1.6, 4, 0.8, -0.15
26	CN(C)c1ccc(CN(C(=O)COc2ccc(Br)cc2)C2CCS(=O)(=O)C2)cc1 (stereo not drawn)
→ -38, -10, 3, -14, -33, 0.9, 1, 0.2, nt
27	Cc1cccc(C(=O)Nc2nccs2)c1[N+](=O)[O-]
→ -4, -16, 16, 4, -5, 1.6, -7, 0.5, 1.2
28	COc1ccc(-c2nn(CCC(=O)O)cc2/C=C/C(=O)O)cc1[N+](=O)[O-]
→ 8, -15, -3, 0, -13, 0.2, -7, 0.9, 0.045
29	O=C(CO/N=C/c1ccccc1OC(F)F)N1CCc2ccccc21
→ 7, -9, -2, -1, 1, 1.3, -10, 0.8, -0.77
30	O=C(NC(=S)N1CCCc2ccccc21)c1ccc(Cl)cc1
→ 18, 5, 22, 25, -1, -0.9, -9, 0.1, 57*

Next compounds:
Second line of a record: Calpain2 inh, EBV gp42 inh, Tb hexokinase, PPC-1+TRAIL kill, Furin inhibitor, zfTRPN1 agonist, thrombin 1536, TRPML3 ag, Cl transport mod
31	NC(=O)C[C@@H]1N[C@]2(C(=O)Nc3ccccc32)[C@@H]2C(=O)N(C3CCCCC3)C(=O)[C@H]12
→ -27, -5, 0, -11, -19, 1.6, 2, -0.3, nt
32	COc1ccc(N(Cc2nnc3n2CCCCC3)C(=O)Nc2ccccc2)cc1
→ -30, -2, -4, 8, -17, 0.6, -12, 1.1, 0.17
33	COc1ccc(/C=C2\SC(=N)N(c3ccc(F)cc3)C2=O)cc1OC
→ -97, -16, -32, -11, -10, 0.7, 3, -1.0, -1.5
34	CCCCCCCc1c(O)nc(SCC(=O)O)[nH]c1=O
→ 22, -10, -11, 16, -9, -1.0, 2, 0.0, -0.54
35	CC(=O)Nc1ccc(NC(=O)COc2ccc([N+](=O)[O-])cc2)cc1
→ -11, -13, -11, -2, -19, 0.3, -10, 0.6, -1.3
36	Cc1cccc(N2CCN(C(=O)c3cnn4c(C(F)F)cc(-c5ccccc5)nc34)CC2)c1C
→ -78, -7, -17, 9, -12, 0.4, -2, 0.2, nt
37	COc1ccc(NC(=O)c2sccc2OS(=O)(=O)N(C)C)cc1
→ 13, -7, -7, 2, -11, 0.3, 0, 0.7, -0.53
38	CC(C)CCNC(=O)COC(=O)c1cc(Br)c(Br)s1
→ 26, 5, -5, 4, -19, 0.9, -5, 0.2, 1.7
39	Cc1ccc(-n2nnnc2SCC(=O)N2CC(=O)Nc3ccccc32)cc1
→ -19, -18, -12, 11, -9[20 µM], -0.8, -4, -0.1, 0.18
40	O=C(NC1CCCc2ccccc21)c1n[nH]c(=O)c2ccccc12 (stereo not drawn)
→ -4, -9, -2, 16, -18, -0.8, 1, -0.7, -1.3

(more compounds)
Second line of a record: Calpain2 inh, EBV gp42 inh, Tb hexokinase, PPC-1+TRAIL kill, Furin inhibitor, zfTRPN1 agonist, thrombin 1536, TRPML3 ag, Cl transport mod
41	CC(OC(=O)C1=Cc2ccccc2OC1)C(=O)NC1CCCC1 (stereo not drawn)
→ -29, -1, 0, -10, -4[20 µM], 2.0, -5, 0.7, nt
42	O=C(N/N=C1\NC(=O)C(CO)(CO)S1)c1ccccc1
→ 7, -13, -15, 3, -20, 1.1, -8, 0.9, 0.03
43	CCCc1cc(=O)oc2cc(C)cc(O)c12
→ 8, 0, -12, 22, -19[20 µM], -0.5, 0, 1.6, nt
44	O=C(Nc1nnc(C2CCCO2)s1)c1ccc(Br)cc1 (stereo not drawn)
→ 5, 10, -9, 24, -14[20 µM], 0.8, -1, 0.5, nt
45	COc1cccc(-n2cnc3sc(C)c(C)c3c2=O)c1
→ 10, -1, -4, 9, -10, -1.0, -11, -0.1, 0.33
46	Cc1ccc(CNCCNCCO)s1
→ 26, 2, 5, 8, -13, 0.9, 0, 0.9, 0.5
47	COc1ccccc1N(C)S(=O)(=O)c1ccc(C(=O)OCC(=O)c2c[nH]c3ccccc23)cc1
→ 18, -38, 1, 30, -11, -0.1, 0, 1.2, 0.26
48	CCC(C)[C@H](NC(=O)N1CCCCC1)C(=O)OC (stereo partly drawn)
→ -42, -12, -9, 8, -14, -0.4, -9, 0.7, -0.41
49	CCCc1cc(O)c2c(C)cc(=O)oc2c1
→ 33, 0, -5, 28, -19[20 µM], 5.0, 0, 1.8, -1.5
50	CN(NC1CC(=O)N(c2ccccc2)C1=O)c1ccccc1 (stereo not drawn)
→ 1, -16, -14, -17, -9, -0.4, -3, 0.7, -0.12

One compound at a time, as listed above. Order of screens: Calpain2 inh, EBV gp42 inh, Tb hexokinase, PPC-1+TRAIL kill, Furin inhibitor, zfTRPN1 agonist, thrombin 1536, TRPML3 ag, Cl transport mod
`NC(=O)C[C@@H]1N[C@]2(C(=O)Nc3ccccc32)[C@@H]2C(=O)N(C3CCCCC3)C(=O)[C@H]12` across the screens: -27, -5, 0, -11, -19, 1.6, 2, -0.3, nt
`CCCc1cc(=O)oc2cc(C)cc(O)c12` across the screens: 8, 0, -12, 22, -19[20 µM], -0.5, 0, 1.6, nt
`Nc1c(Cl)ncnc1N1CCN(c2ncnc(Cl)c2N)CC1` across the screens: 2, -12, -5, 8, -22, 0.7, -1, 1.4, -0.54
`COc1cccc(-c2ccc(=O)n(CC(=O)Nc3cc4c(cc3NC(C)=O)OCCO4)n2)c1` across the screens: -31, -4, -3, 2, -14, -0.4, 2, 0.4, nt
`CCC(C)[C@H](NC(=O)N1CCCCC1)C(=O)OC` (stereo partly drawn) across the screens: -42, -12, -9, 8, -14, -0.4, -9, 0.7, -0.41

Later entries:
Second line of a record: Calpain2 inh, EBV gp42 inh, Tb hexokinase, PPC-1+TRAIL kill, Furin inhibitor, zfTRPN1 agonist, thrombin 1536, TRPML3 ag, Cl transport mod
51	Cc1ccc(C(=O)NNC(=S)Nc2cccc3ccccc23)s1
→ -12, 2, -10, 29, -23, 0.4, -6, 0.2, 4
52	CC1(C)SC2[C@H](NC(=O)C(NC(=O)N3CCNC3=O)c3ccccc3)C(=O)N2C1C(=O)O (stereo partly drawn)
→ -19, 1, 3, 10, -6, 0.9, nt, -0.1, -0.026
53	CCc1ccc(NC(=O)C(=S)NC2CCCCC2)cc1
→ 25, -5, 5, 8, -13, -0.5, -2, 0.5, 0.15
54	Cc1ccc(C(=O)c2ccc(C(F)(F)F)cc2)cc1
→ -21, -21, -2, 10, 0[20 µM], 0.2, 2, -0.6, 0.89
55	O=C(Nc1ccnc(-c2ccncc2)n1)c1ccccc1Cl
→ 32, -6, 9, 14, -14, 0.6, -10, 0.5, -1.2
56	O=C(NCCN1CCOCC1)c1ccc(=O)oc1
→ -13, -20, -29, 8, -7, 0.2, 3, 0.2, -0.2
57	COc1cccc(Oc2nc(-c3ccncc3)nc3ccccc23)c1
→ 20, 4, 2, 12, -7, -2.4, -3, 0.1, -0.53
